Screening data (PubChem BioAssay)
BoNT-F LC inh: BoNT F light chain protease inhibition; Multiplex microsphere protease cleavage assay, flow cytometry; inhibition, % at 10 µM; 0.22% of 360,000 active; AID 588497; in the data active = inhibition above about 35%, passing the limit was not always enough; inconclusive = no clear call, values can overlap the other calls; note: plate controls were buffer without enzyme for full effect and enzyme alone for no effect
Mtb BioA inh: inhibitors of Mycobacterium tuberculosis BioA enzyme; 0.096% of 360,000 active; inhibition, % at 9.99 µM; purified M. tuberculosis BioA enzyme, plate reader; AID 602481; in the data active = inhibition above about 40%; inconclusive = no clear call, values can overlap the other calls
FBA Mtb inh: Mtb fructose-bisphosphate aldolase inhibition; inhibition, % at 1 µM; AID 588726; P9WQA3; purified M. tuberculosis FBA, fluorescence read-out; 2.3% of 360,000 active; in the data active = inhibition above about 27%;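 note: 0% = vehicle and 100% = reference inhibitor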
Target sequence (P9WQA3 whole entry, looked up): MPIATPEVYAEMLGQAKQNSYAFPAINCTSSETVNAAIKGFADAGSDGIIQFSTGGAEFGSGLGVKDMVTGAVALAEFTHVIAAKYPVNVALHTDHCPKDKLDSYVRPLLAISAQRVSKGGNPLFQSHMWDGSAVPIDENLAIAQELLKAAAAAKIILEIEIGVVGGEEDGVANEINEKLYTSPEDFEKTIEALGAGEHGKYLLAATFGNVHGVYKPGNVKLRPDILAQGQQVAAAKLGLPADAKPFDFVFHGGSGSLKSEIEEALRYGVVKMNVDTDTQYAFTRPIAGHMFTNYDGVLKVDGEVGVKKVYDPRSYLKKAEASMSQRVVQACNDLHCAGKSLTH
CCHF vOTU inh: blocks the CCHF virus ovarian tumor domain protease; CCHFV vOTU protease, Pep-AMC fluorescence; inhibition, % at 11.5 µM; 0.55% of 370,000 active; note: 0% = vehicle wells with enzyme and 100% = no enzyme wells
VHR inh abs: inhibitors of human VHR1 phosphatase (DUSP3); recombinant VHR phosphatase, pNPP absorbance; inhibition, % at 13.3 µM; 0.52% of 290,000 active; in the data active = inhibition above about 50%; note: some compounds called inactive have numbers as strong as hits
Target sequence (P51452 whole entry, looked up): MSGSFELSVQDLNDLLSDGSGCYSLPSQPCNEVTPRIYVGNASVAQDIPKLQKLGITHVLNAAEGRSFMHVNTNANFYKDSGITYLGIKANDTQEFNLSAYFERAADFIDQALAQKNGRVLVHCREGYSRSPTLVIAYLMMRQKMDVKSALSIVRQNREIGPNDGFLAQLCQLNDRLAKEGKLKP
GDH-TPI counter: GDH-TPI coupled enzyme inhibition counter-screen. GDH-TPI coupled enzyme counterscreen, NADH absorbance. inhibition, % at 4.8 µM. 1.2% of 360,000 active. AID 588335;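 note: 0% = DMSO wells and 100% = wells lacking the enzyme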
FadD28 FP inh: blocks FadD28 binding to the bisubstrate probe; fluorescence polarization; inhibition, % at 12.5 µM; 0.22% of 360,000 active; AID 588549; in the data active = inhibition above about 8.5%, passing the limit was not always enough; inconclusive = no clear call, values can overlap the other calls
Rv3671c protease: inhibits the M. tuberculosis serine protease Rv3671c | inhibition, % at 5.96 µM | P9WHR9 | AID 2606 | 0.048% of 320,000 active; in the data active = inhibition above about 38%;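 note: extracellular domain of Rv3671c used as enzyme; 0% = enzyme with DMSO and 100% = no enzyme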
Target sequence (P9WHR9 whole entry, looked up, the tested form may be a part): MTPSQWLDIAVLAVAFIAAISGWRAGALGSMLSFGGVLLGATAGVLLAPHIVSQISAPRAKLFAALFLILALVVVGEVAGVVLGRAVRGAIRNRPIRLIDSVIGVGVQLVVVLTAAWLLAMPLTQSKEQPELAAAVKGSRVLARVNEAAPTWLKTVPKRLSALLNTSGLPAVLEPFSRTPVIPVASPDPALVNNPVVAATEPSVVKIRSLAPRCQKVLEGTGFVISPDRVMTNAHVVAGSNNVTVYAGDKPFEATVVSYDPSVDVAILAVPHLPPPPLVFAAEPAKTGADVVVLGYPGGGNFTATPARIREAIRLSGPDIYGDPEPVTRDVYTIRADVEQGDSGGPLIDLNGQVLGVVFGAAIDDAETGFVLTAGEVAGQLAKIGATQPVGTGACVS
UGM FP inh: Mtb UDP-galactopyranose mutase inhibition | P9WIQ1 | purified UGM, fluorescence polarization probe displacement | inhibition, % at 10 µM | 0.06% of 320,000 active; in the data active = inhibition above about 10%, passing the limit was not always enough; inconclusive = no clear call, values can overlap the other calls
MazF activator: activators of E. coli MazEF toxin-antitoxin RNase. FAM/BHQ RNA-DNA oligo cleavage fluorescence, 5 h. activation, % at 20 µM. P0AE70. 0.32% of 350,000 active; in the data active = activation above about 50%
Target sequence (P0AE70 whole entry, looked up): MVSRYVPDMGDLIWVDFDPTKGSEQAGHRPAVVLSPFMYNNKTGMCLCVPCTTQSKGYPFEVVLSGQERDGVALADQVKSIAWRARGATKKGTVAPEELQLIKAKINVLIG
Active calls of the source: *; ? = inconclusive; . = not tested or not shown; & = joins results of further samples. Cut-off read from the data, not from the text of the source, unless noted: active = inhibition above about 30%; inactive = the rest.

Second line of a record: BoNT-F LC inh	Mtb BioA inh	FBA Mtb inh	CCHF vOTU inh	VHR inh abs	GDH-TPI counter	FadD28 FP inh	Rv3671c protease	UGM FP inh	MazF activator
> COc1cc2ccccc2cc1C(=O)N(CCN(C)C)c1nc2ccc(Br)cc2s1
  -4	-2.4	1	1	2	6	-3.2	0	0.7	2
> COc1cccc(CNC(=O)CCNC(=O)c2ccccc2OC)c1
  -7	-1.1	0	-3	28	3	-1.5	-9	-2.3	-15
> CC(=O)C1C(c2ccc(C)cc2)c2c(n[nH]c2C)CC1(C)O (stereo not given)
  -4	-2.0	2	-9	8	-8	-2.6	11	0.1	-1
> N#Cc1c(N)c(C(=O)c2ccccc2)n2c1CCCC2
  0	-0.7	1	13	3	19	-2.5	-3	1.2	-4
> CCN(Cc1ccccc1)C(=O)Cn1c(=O)n(CC(=O)N2CCCCC2)c(=O)c2sccc21
  1	1.2	-1	-7	9	1	-1.8	-2	-0.6	9
> CCN(CC)C(=O)[C@H]1C[C@H](CC(=O)NCCc2ccccn2)C(=O)N2CCc3c([nH]c4ccc(Cl)cc34)[C@]12C
  -2	-0.3	1	0	.	6	0.8	.	.	-4
> C/C(=N\NC(=O)CNc1ccccc1Cl)C(C)(C)C
  -8	6.6	-1	2	11	8	-0.9	-2	0.1	6
> CC1CC(C)CN(C(=O)c2nn(C)c3c2CS(=O)(=O)c2ccccc2-3)C1 (stereo not given)
  2	-1.6	5	3	-2	4	-18	-4	2.0	7
> CSc1nc(-c2ccco2)nn1C(=O)c1ccc(C)cc1
  4	0.3	-1	8	16	-14	-4.4	0	2.1	25
> Cc1ccc(CC(=O)N2CC(C)OC(C)C2)cc1 (stereo not given)
  8	1.4	4	-1	-3	2	-1.0	4	-2.8	3
> COc1cc(C)c(S(=O)(=O)Nc2ccccc2F)cc1C
  -4	-1.2	2	7	-8	9	-1.7	5	-3.6	0
> CN1/C(=C\C(=O)COC(=O)c2ccccc2O)C(C)(C)c2ccccc21
  -10	-2.6	-2	6	0	14	-5.3	-7	-1.5	-59
> COc1ccc(CNC(=O)C(c2ccco2)N(C(=O)c2csnn2)c2cccc(C)c2C)cc1 (stereo not given)
  -1	-2.0	-1	-3	9	-4	-4.2	3	5.1	3
> CC1CC(C)CN(C(=O)COC(=O)/C=C/c2cccc([N+](=O)[O-])c2)C1 (stereo not given)
  1	-1.7	5	7	.	8	-0.7	.	.	1
> CN1CCN(C2Cc3ccccc3Sc3ccc(Cl)cc32)CC1 (stereo not given)
  -1	-0.7	-1	3	.	0	-8.8	8	-0.2	15

4 compounds from above, limited to CCHF vOTU inh and BoNT-F LC inh.
structure,CCHF vOTU inh,BoNT-F LC inh
C/C(=N\NC(=O)CNc1ccccc1Cl)C(C)(C)C,2,-8
CCN(CC)C(=O)[C@H]1C[C@H](CC(=O)NCCc2ccccn2)C(=O)N2CCc3c([nH]c4ccc(Cl)cc34)[C@]12C,0,-2
CC(=O)C1C(c2ccc(C)cc2)c2c(n[nH]c2C)CC1(C)O (stereo not given),-9,-4
CN1/C(=C\C(=O)COC(=O)c2ccccc2O)C(C)(C)c2ccccc21,6,-10

Next part.
Second line of a record: BoNT-F LC inh	Mtb BioA inh	FBA Mtb inh	CCHF vOTU inh	VHR inh abs	GDH-TPI counter	FadD28 FP inh	Rv3671c protease	UGM FP inh	MazF activator
> COc1ccccc1CNC(=O)C(=O)NCC1CCCN1S(=O)(=O)c1cccs1 (stereo not given)
  -5	-1.9	-4	-10	.	7	-3.8	0	0.8	-1
> Cc1ccc(S(=O)(=O)N(C)CC(=O)OCC(=O)NC(c2ccccc2)c2ccccc2)cc1
  -2	.	-1	-1	-4	4	-1.6	-5	0.6	-1
> COC(=O)CSc1nnc(CNC(=O)c2cccs2)n1-c1cccc(C)c1
  -2	0.9	3	-14	-11	3	-1.5	.	.	5
> CCC1CCCCN1CCCNC(=O)c1ccc2c(c1)c(C)c(C)n2CC (stereo not given)
  -19	0.0	3	5	20	-2	-1.6	-2	-0.9	12
> CCOC(=O)CNC(=O)c1ccc(Br)s1
  12	1.7	3	-15	19	-8	-1.7	-2	0.4	0
> O=C1CN(C(=O)CSc2nncn2-c2ccccc2)c2ccccc2N1
  -4	0.8	-1	-7	22	8	-3.0	-8	0.2	4
> Cc1cc(C)c(C(=O)CC(=O)c2cccnc2)c(C)c1
  1	-0.2	3	10	.	23	-0.8	.	.	-1
> Cc1ccc(S(=O)(=O)NCCCCCC(=O)Nc2ccccn2)cc1
  1	0.1	3	-1	18	16	-1.2	2	0.3	-3
> CCc1c(C)nc(N2CCN(Cc3ccccc3)CC2)[nH]c1=O
  7	-0.1	3	11	-4	5	0.5	-5	-0.1	1
> C=CCC1CCC/C(=N\NS(=O)(=O)c2ccc(C)cc2)C1 (stereo not given)
  4	0.8	2	-5	6	4	-2.8	0	-4.0	1
> CCCOc1ccc(-c2nc(C#N)c(N3CCN(C)CC3)o2)cc1
  0	-1.9	40*	-20	12	4	1.6	-2	-0.3	0
> O=C(CCSCCc1ccccn1)Nc1ccc(Cc2ccncc2)cc1
  -4	1.6	-2	9	-8	0	-0.7	5	1.0	4
> O=S(=O)(NC1CCCC1)c1ccc(S(=O)(=O)N2CCCN(Cc3ccccc3)C2)cc1
  4	.	-4	.	10	-1	-4.4	-14	3.5	-8
> COc1ccc(S(=O)(=O)NCCc2cn3cccc(C)c3n2)cc1OC
  0	-2.9	-1	1	15	7	-1.0	-1	-2.2	5
> Cc1c(NS(=O)(=O)c2cccc(C(=O)O)c2)c(=O)n(-c2ccccc2)n1C
  -1	-2.3	1	8	-14	0	-1.1	0	-0.3	6
> CCCNC(=O)c1cc(C2CCCN(C(=O)C3CCCCC3)C2)on1 (stereo not given)
  -5	6.7	-2	6	.	2	-2.8	.	.	.
> Cc1cccc(C)c1OC(=O)CSc1nnc(-c2ccccc2O)o1
  -1	.	2	3	-10	19	-1.9	0	-2.4	-19
> CCC(C)NC(=O)C1(C)CCC(=O)N1CCc1ccc(OC)c(OC)c1 (stereo not given)
  4	.	1	-8	-15	13	-0.7	-4	-1.3	1
> O=C(CNCc1ccc(F)cc1)Nc1cc(S(=O)(=O)N2CCOCC2)ccc1Cl
  1	0.1	-1	-7	.	-12	1.2	5	-0.3	7
> CC(=O)Nc1cc(-c2ccc(CO)cc2)cn2c(-c3ccc(F)cc3)cnc12
  -2	0.3	6	2	.	6	-3.2	.	.	.
> Cc1ccc2c(cnn2C(=O)CCC(=O)N2CCCCC2C)c1 (stereo not given)
  2	0.1	0	4	13	1	-1.2	10	1.4	7
> CCC(C)NC(=O)CN1C(=O)CSc2ccc(S(=O)(=O)N3CCCC3)cc21 (stereo not given)
  4	-0.8	1	-7	7	6	-0.9	7	0.3	1
> Cc1ccc(S(=O)(=O)Nc2cccc(C(=O)NCC(c3ccco3)N3CCCC3)c2)cc1F (stereo not given)
  ?	-1.3	4	2	.	7	-2.3	-1	-1.3	-3
> CC(C)(C)N1C(=O)[C@H]2[C@@H](c3ccc(Br)cc3)N3C(=O)N(c4cccc(Cl)c4)C(=O)[C@@]3(C)[C@H]2C1=O
  -10	4.5	1	23	.	3	-5.9	-3	-1.9	-2
> CCn1cc(CCC(=O)NCCc2ccccc2)c2ccccc21
  -20	-0.5	2	-13	-20	6	-1.4	0	1.6	2
> CCCc1nnc(NC(=O)CCC(=O)NC2CCCCC2)s1
  2	-1.7	-2	6	11	-5	-3.0	-8	0.5	2
> Cc1ccc2cc(CCNS(=O)(=O)c3ccc(F)cc3)c(=O)[nH]c2c1
  3	-0.6	2	-1	13	11	-5.6	1	0.0	5
> O=C(NC1CCN(C(=S)Nc2ccccc2Cl)CC1)C1CCCCC1
  7	-0.4	-1	-4	41	-7	1.6	-11	0.4	2
> Cn1c(SCC(=O)Nc2ccc(N3CCOCC3)cc2)nnc1-c1ccccc1
  -2	-0.8	3	3	18	12	-2.0	13	-0.7	3
> CC(=O)Nc1ccc(C(=O)OCC(=O)c2cccc([N+](=O)[O-])c2)cc1
  5	-0.4	-7	-10	-2	3	-2.8	2	3.1	1

Two compounds picked at random from the list so far, as already listed:
Second line of a record: BoNT-F LC inh	Mtb BioA inh	FBA Mtb inh	CCHF vOTU inh	VHR inh abs	GDH-TPI counter	FadD28 FP inh	Rv3671c protease	UGM FP inh	MazF activator
> CCCc1nnc(NC(=O)CCC(=O)NC2CCCCC2)s1
  2	-1.7	-2	6	11	-5	-3.0	-8	0.5	2
> CC(=O)Nc1cc(-c2ccc(CO)cc2)cn2c(-c3ccc(F)cc3)cnc12
  -2	0.3	6	2	.	6	-3.2	.	.	.

(list continues)
Second line of a record: BoNT-F LC inh	Mtb BioA inh	FBA Mtb inh	CCHF vOTU inh	VHR inh abs	GDH-TPI counter	FadD28 FP inh	Rv3671c protease	UGM FP inh	MazF activator
> Cc1c(C(=O)N2CCC(C)(C(=O)NS(=O)(=O)C3CC3)C2)oc2ccccc12 (stereo not given)
  -2	-2.4	2	3	.	12	-2.7	.	.	.
> CC(C)c1ccc2c(c1)CC[C@H]1[C@](C)(CN)CCC[C@]21C
  -20&-10	-0.8&-2.0	-2&-1	5&0	.	3&12	-7.3&-1.2	.	.	3&15
> C[C@@H]1O[C@@H](O[C@H]2[C@H](O[C@H]3C[C@]4(C)C(C[C@@H](O)C5C([C@]6(C)CC[C@@H](C(C)(C)O)O6)CC[C@]54C)[C@@]4(C)CC[C@H](O)C(C)(C)C34)O[C@H](CO)[C@@H](O)[C@@H]2O)[C@H](O)[C@H](O)[C@H]1O (stereo not given in full)
  1	-0.9	-1	-7	.	-1	-2.7	4	1.4	8
> Cc1nnnn1/C(=C\c1ccccc1)C(=O)OCC(=O)Nc1cccc(S(=O)(=O)N(C)C)c1
  1	-1.1	0	12	.	-5	-3.9	-4	1.5	4
> CCC1=C(OC(=O)N(CC)CC)N2C(=O)OC(=NCCc3c[nH]c4ccccc34)[C@]2(C)[C@H]2C1=CC[C@H]1C(=O)N(C)C(=O)[C@H]12
  -7	0.9	-2	5	0	-3	-1.2	-4	2.3	2
> O=C(O)c1ccc(Cn2cnc3c(=O)[nH]cnc32)cc1
  2	-0.7	-4	2	.	-3	-3.4	.	.	6
> COc1ccc(CN(C)C2CCCCC2)cc1
  -1	.	2	.	-16	8	-3.3	0	0.2	-5
> Cc1ccc(S(=O)(=O)c2ncccc2[N+](=O)[O-])cc1
  ?	0.5	1	-2	26	5	-2.4	-10	-2.0	9
> CSCCC(NC(=O)c1cccc(C)c1)C(=O)OCC(=O)Nc1c(C)nn(-c2ccccc2)c1C (stereo not given)
  0	.	4	7	.	-7	-3.3	11	0.2	7
> COC(=O)c1sc2cc(=O)n(-c3cccc(C(F)(F)F)c3)nc2c1O
  -10	.	-2	-1	20	2	-2.6	-4	1.7	5
> O=C(Nc1ccccc1C(=O)Nc1ccc2c(c1)OCO2)c1ccco1
  2	-1.9	-5	9	20	20	0.0	-7	-0.1	-5
> CCO/C(C)=C1\N=C(c2ccc(Cl)cc2)OC1=O
  16	0.3	1	-7	15	9	-0.1	-5	-0.2	-8
> Cn1cc(C(=O)N/N=C/c2cccc(O)c2)ccc1=O
  -1	-0.3	-1	7	26	5	0.4	-8	-2.2	7
> CCOC(=O)N1CCC(NC(=O)c2ccc(OC)c(CN3CC(=O)N4CCCC4C3=O)c2)CC1 (stereo not given)
  29	-0.2	-1	-17	-11	-12	-3.7	1	3.8	6
> CC(=O)c1cccc(N2Cc3ccccc3C2=NC(=O)CCl)c1
  -4	.	1	18	19	6	-1.2	-1	0.3	-9
> O=C(CSc1nccc(=O)[nH]1)Nc1ccc(Oc2ccccc2)cc1
  ?	-1.1	0	-3	11	-4	-2.3	-5	2.1	-1
> Cc1ccc(-c2nnc(NC(=O)Cc3ccc(F)cc3)o2)c(C)c1
  3	0.4	-3	.	25	-3	-0.6	-9	-1.1	30
> CCn1nc(C(=O)NNC(=O)COc2ccc(OC)cc2)c2ccccc2c1=O
  18	-0.1	0	6	-1	9	-0.3	9	-1.2	5
> COc1ccc(NC(=O)C/C(C)=N/NC(=O)C(=O)NC2CCCCC2)c(OC)c1
  7	-1.4	-2	18	21	2	-1.9	-1	0.2	-6
> COc1ccc(OCCOCC(O)CN2CCOCC2)cc1 (stereo not given)
  -2	-1.1	1	-1	4	-11	-3.4	12	0.8	5
